Source: PubChem BioAssay (National Center for Advancing Translational Sciences (NCATS))
TDP1 inh: inhibitors of human tyrosyl-DNA phosphodiesterase TDP1. Q9NUW8. recombinant TDP1, AlphaScreen DNA substrate cleavage. Potency, µM (highest dose often 130 µM), inactives show at the top dose activity change, negative = inhibition, usual class: inhibitors. hit rate 0.28% among 350,000. AID 485290; also: nearly all actives have a fitted effect of over 40% in size
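AlphaScreen read-out: signal falls as enzyme removes the 3' tyrosine-FITC from a 5'-biotinylated DNA oligo (15 nM, 5 min, RT). Enzyme was E. coli-made recombinant Tdp1 at 1 nM, exposed to compound for 15 min beforehand; beads 10 ug/ml, 10 min.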
TDP1 cell noCPT: qHTS for Inhibitors of human tyrosyl-DNA phosphodiesterase 1 (TDP1): qHTS in cells in absence of CPT. Potency, µM (top dose mostly 46.2 µM), for inactives: top-dose activity change, negative = growth inhibition, most hits filed as inhibitors. AID 686978, 2013. hit rate 15% among 420,000. DT40 Tdp1-/- hTDP1 cells, no CPT, ATP luminescence, 48 h; also: nearly all actives have a fitted effect of over 55% in size
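Growth kinetics read by CellTiter-Glo luminescence after ≥48 hr at 37 °C. Cells: DT40 Tdp1-/- stably carrying human TDP1, 400 per well, compound exposure in the absence of CPT (DMSO vehicle).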
GCN5L2 inh: GCN5L2 (KAT2A) acetyltransferase inhibition; GCN5L2 HAT assay, ThioGlo1 CoA-SH fluorescence; Potency, µM (doses to about 58.9 µM), inactives show top-dose activity change, negative = inhibition, most hits filed as inhibitors; hit rate 0.21% among 390,000; AID 504327
Target sequence (Q92830 whole entry, looked up): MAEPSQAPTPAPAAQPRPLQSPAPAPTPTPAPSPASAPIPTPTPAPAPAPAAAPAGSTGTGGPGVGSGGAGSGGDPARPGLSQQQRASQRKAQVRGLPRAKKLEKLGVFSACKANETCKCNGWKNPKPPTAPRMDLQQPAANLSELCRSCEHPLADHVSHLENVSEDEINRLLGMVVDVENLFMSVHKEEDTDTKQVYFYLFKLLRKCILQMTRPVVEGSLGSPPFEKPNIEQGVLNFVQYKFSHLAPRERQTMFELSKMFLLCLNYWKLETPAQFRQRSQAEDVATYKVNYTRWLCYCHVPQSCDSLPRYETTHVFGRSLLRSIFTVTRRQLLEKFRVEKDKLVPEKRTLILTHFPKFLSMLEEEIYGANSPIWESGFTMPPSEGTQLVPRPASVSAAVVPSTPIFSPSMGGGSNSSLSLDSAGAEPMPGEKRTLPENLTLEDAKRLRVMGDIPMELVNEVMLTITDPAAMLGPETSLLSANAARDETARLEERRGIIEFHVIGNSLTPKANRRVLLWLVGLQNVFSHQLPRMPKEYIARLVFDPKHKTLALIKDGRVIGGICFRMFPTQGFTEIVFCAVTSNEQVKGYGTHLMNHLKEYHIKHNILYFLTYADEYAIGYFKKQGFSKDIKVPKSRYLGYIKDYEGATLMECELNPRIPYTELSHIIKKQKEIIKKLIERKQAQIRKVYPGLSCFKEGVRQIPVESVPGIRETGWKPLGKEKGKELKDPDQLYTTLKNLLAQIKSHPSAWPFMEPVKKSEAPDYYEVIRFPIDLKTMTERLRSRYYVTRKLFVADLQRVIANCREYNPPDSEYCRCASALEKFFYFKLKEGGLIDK
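Compounds, pin-transferred from DMSO stocks, meet 20nM GCN5L2 for 15 min before the reaction begins with H3(1-25) peptide (75uM) and acetyl-CoA (70uM). Thiol-reactive ThioGlo1 reports CoA release over 20 min at room temperature.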
* hit, by the source's call; ? = inconclusive; / = not tested or not shown; & = joins results of further samples; [ ] = remark or other dose. Calls follow the shape of the dose curve; as a rule, active = well fitted curve in the direction sought with a large enough effect; inconclusive = small, poorly fitted or top-dose-only effect, or another doubt; inactive = no such curve, though single readings can be large; an effect the other way counts as inactive or inconclusive. % is scaled to controls: 0 for no effect and ±100 for the full control effect; potency is read from the fitted curve at half-maximal effect. Some of the compounds tested. The share of hits here may be higher or lower than overall.

structure	TDP1 inh	TDP1 cell noCPT	GCN5L2 inh
O=[N+]([O-])c1ccc(CN2CC=C(c3ccccc3)CC2)cc1	15%	?	-5%
O=C(Nc1ccc(Cl)cc1C(=O)c1ccccc1)c1cc(Cl)cc(Cl)c1	3%[12.3 µM]	-8%	-9%
CC(C)CNC(=O)/C=C/C=C/CCCCCC/C=C/c1ccc2c(c1)OCO2	1%	-17%	1%
COCCNC(=O)CN1C2CCC1CC(O)(c1cccnc1)C2 (stereo not given)	/	-17%	-6%
CC(=Nc1ccc2c(c1)CCC2)c1c(O)n(-c2ccccc2)c(=O)[nH]c1=O	1%	-2%	-1%
CCOC(=O)c1ccccc1NC(=O)N(Cc1ccc(CC)cc1)Cc1cn[nH]c1-c1ccc(OC)cc1	11%	15µM*	-11%
C=CCN1C(=O)NC(=O)/C(=C/c2ccc(N(C)C)c(Br)c2)C1=O	-5%	-20%	-1%
O=C1CC(N2CC=C(c3ccccc3)CC2)C(=O)N1c1ccc(F)cc1 (stereo not given)	8%	18µM*	-10%
C=CCn1cc(C=C2C(=O)NC(=O)NC2=O)c2ccccc21	/	-25%	2%
CS(=O)(=O)c1ccc(C(=O)N2CCC(C(=O)O)(c3ccccc3)CC2)cc1	11%	-2%	1%
COc1ccc(N2C(=O)/C(=C/c3ccco3)C(=O)NC2=S)cc1	/	?	18µM*
CN1C(=O)C(=Cc2ccccc2OCCOc2ccc([N+](=O)[O-])cc2)C(=O)N(C)C1=O	-11%	23µM*	?
C[n+]1c(-c2ccccc2)sc2ccccc21	/	1µM*	-5%
CCCCC[C@@H](/C=C/C=C\C/C=C\C/C=C\CCCC(=O)O)OO	7%&4%	-3%[0.628 µM]	11%
CCC(C)(C)n1nnnc1CN1CCC(n2c(C)nc3cc(C(F)(F)F)ccc32)CC1	2%	?	-7%
CCOP(=O)(OCC)C(O)c1ccc(OC)cc1OC (stereo not given)	1%	-3%	-2%
O=C(Cn1c(=S)[nH]c2ccccc2c1=O)N1CCC2(CC1)OCCO2	0%	-10%	0%
Cc1cc(C)cc(N2C(=O)NC(=O)/C(=C\C=C\c3ccco3)C2=O)c1	-2%	5.8µM*	-1%
CC(=O)[C@H]1CCC2C3CC=C4C[C@@H](OS(=O)(=O)O)CC[C@]4(C)C3CC[C@@]21C (stereo not given in full)	9%[56.1 µM]	/	?
CC(C)C/C(=N/O)c1c[nH]c2ccccc12	0%	-19%	-5%

Of the compounds above, two have a furan ring, fused or not:
structure	TDP1 inh	TDP1 cell noCPT	GCN5L2 inh
COc1ccc(N2C(=O)/C(=C/c3ccco3)C(=O)NC2=S)cc1	/	?	18µM*
Cc1cc(C)cc(N2C(=O)NC(=O)/C(=C\C=C\c3ccco3)C2=O)c1	-2%	5.8µM*	-1%

Part of the list above, limited to GCN5L2 inh and TDP1 cell noCPT.
molecule | GCN5L2 inh | TDP1 cell noCPT
C=CCn1cc(C=C2C(=O)NC(=O)NC2=O)c2ccccc21 | 2% | -25%
O=C1CC(N2CC=C(c3ccccc3)CC2)C(=O)N1c1ccc(F)cc1 (stereo not given) | -10% | 18µM*
CC(C)C/C(=N/O)c1c[nH]c2ccccc12 | -5% | -19%

(next part)
structure	TDP1 inh	TDP1 cell noCPT	GCN5L2 inh
CCOC(=O)c1c(C)n(Cc2ccccc2)c2ccc(OCC(O)CN3C(=O)CNC3=O)cc12 (stereo not given)	4%	15µM*	-1%
CC[N+]12CCC(CC1)C(=C(c1ccccc1)c1ccccc1)C2	5%	16µM*	-1%
O=C1CC(=O)N(Cc2ccccc2)C(=S)N1	8%[0.0935 µM]	-11%	-1%
COc1ccc(/C=C2\C(=O)NC(=O)N(CCC3=CCCCC3)C2=O)c(OC)c1	7%	2%	?
Cn1cccc1C1CCCN1CC(=O)Nc1ccc(C#N)c(Cl)c1 (stereo not given)	5%	?	-1%
O=c1[nH]c(=S)n(-c2ccccc2)c(O)c1C=NCc1ccccn1	1%	4%	-6%
CC(Cc1ccccc1)NCc1ccccc1Cl (stereo not given)	-2%	?	2%
CCCn1c2ccccc2c2nnc(SCC(=O)Nc3cccc(C(C)=O)c3)nc21	-1%	15µM*	-5%
COc1ccc(C2=C(C(C)=O)Sc3nnc(-c4ccc(C)cc4)n3N2C(C)=O)cc1OC	-5%	4.6µM*	-1%
COc1ccc(C(=O)C2CCCN(Cc3ccc(C)s3)C2)c(OC)c1 (stereo not given)	0%	21µM*	3%
COc1ccc(OC)c(NC2=NCCS2)c1	0%	14%	-13%
Cn1c[n+](C)cc1C(O)c1ccccc1 (stereo not given)	4%&2%	-6%&10%	-2%&-16%
C[C@H](NC(=O)N1C[C@H]2C[C@@H](C1)c1cccc(=O)n1C2)C(=O)Nc1ccc(F)c(F)c1	/	?	-21%
COc1cc2c(cc1OC)-c1c(OC)c(OC)c(CO)c3c1C(C2)N(C)CC3 (stereo not given)	17%	-13%	/
CCOC(=O)c1ncn2c1[C@@H]1CCCN1C(=O)c1cc(OC)ccc1-2	6%[56.1 µM]	/	-3%
CCN(CC)C(=O)c1ccc(NC(=O)COc2ccccc2F)cc1	1%	-13%	0%
C=CCn1c(O)c(C(C)=NCCC(c2ccccc2)c2ccccc2)c(=O)[nH]c1=O	0%	16µM*	-1%
C=CCn1c(O)c(C=NCCCn2ccnc2)c(=O)[nH]c1=O	4%	-3%	-1%
Cc1ccccc1-n1c(O)c(/C=N/c2nccs2)c(=O)[nH]c1=O	5%&8%	?	-7%&-2%
CC1CCCC(NC(=O)COC(=O)c2cn(C)c3ccccc23)C1C (stereo not given)	0%	-27%	-3%
COc1cccc(Oc2coc3cc(OC(=O)N(C)C)ccc3c2=O)c1	/	?	17%
COc1ccc(-c2nn(CCC#N)cc2C(=O)NCc2ccccc2)cc1OC	/	-11%	-2%
O=C(COC(=O)Cc1ccccc1)NCCNC(=O)COC(=O)Cc1ccccc1	-2%[0.505 µM]	10%	0%
CN(C)CC#CCC(O)(c1ccccc1)C1CCCC1 (stereo not given)	8%	?	-2%
CCN(CC)C(=O)N[C@H]1C=C2c3cccc4[nH]cc(c34)C[C@@H]2N(C)C1	16%[21 µM]	/	-4%[21.4 µM]
COc1cc(C(=O)N/N=C/C23CC[C@@H](O)CC2(O)CC[C@@H]2[C@@H]3CCC3(C)C(C4=CC(=O)OC4)CCC23O)ccc1O (stereo not given in full)	3%	-4%	0%
O=c1cccc2n1CC1CC2CN2CCCCC12 (stereo not given)	4%	16%	0%
COc1ccc(-n2c(O)c(C(C)=NCCCn3ccnc3)c(=O)[nH]c2=O)cc1	1%	-23%	-4%
CCCc1nnc(NC(=O)CCC(=O)N2CCC3(CC2)OCCO3)s1	/	-3%	2%
CN=C(SCc1ccccc1)c1c(O)n(C)c(=O)n(C)c1=O	-2%	0%	2%
Oc1ccc2c3c1OC1c4[nH]c5ccccc5c4C[C@@]4(O)C(C2)N(CC2CC2)CC[C@]314 (stereo not given in full)	4%	?	0%
Cc1cccc2sc(NC(=O)c3cccn(Cc4ccccc4)c3=O)nc12	3%	13µM*	0%
COc1ccc(C(O)P(=O)(Oc2ccccc2)Oc2ccccc2)cc1 (stereo not given)	/	-8%	-19%
C[C@@H]1C[C@@H]2[C@H]([C@H]3C=C(COC(=O)c4ccccc4)[C@@H](O)[C@]4(O)[C@@H](O)C(OC(=O)c5ccccc5)=C[C@@]14C3=O)C2(C)C	9%	/	18%
NCCCCCC(=O)OC1N=C(c2ccccc2Cl)c2cc(Br)ccc2NC1=O (stereo not given)	4%	?	-3%
Cc1nc2ccccn2c1P(=S)(N1CCCCC1)N1CCCCC1	-4%	18µM*	-5%
Cc1ccc(NC(=O)COc2ccc(-n3ccnc3)cc2)cc1Cl	5%	21µM*	-5%
COc1ccc2nc(NC3=NCCN3)sc2c1	3%	-3%	-5%
CCC12CN3CCN(CC(C3)/C1=N\O)C2	3%	9%	-7%
CN1C(=O)NC(=O)/C(=C/c2ccc([N+](=O)[O-])s2)C1=O	-9%	3.3µM*	-1%

Continuation:
Results follow in this order: TDP1 inh | TDP1 cell noCPT | GCN5L2 inh
> Cn1c(O)c(N=Nc2cccc(S(=O)(=O)N3CCOCC3)c2)c(=O)n(C)c1=O
  0% | 17% | -14%
> C=CCN1C(=O)/C(=C/c2ccc3c(c2)CCCN3CCC)C(=O)NC1=S
  / | ? | -18%
> COC(=O)C1=C(c2ccc(-c3ccccc3)c(F)c2)C[C@@H]2CC[C@H]1N2C(=O)N1CCCC1
  0% | 1.2µM* | -7%
> O=C(Nc1ccc(Cl)cc1)Nc1ccc(Cl)c(Cl)c1
  -3%&-2% | 2.9µM* | 0%&3%
> Cc1c(N=Nc2c(O)n(-c3ccc(Br)cc3)c(=O)[nH]c2=O)c(=O)n(-c2ccccc2)n1C
  11% | ? | -11%
> CC(=O)N1CCCc2cc(S(=O)(=O)N3CCCC(C(=O)Nc4cccc(F)c4)C3)ccc21 (stereo not given)
  7%&9% | ? | -7%&-1%
> CC(C)c1ccc(C2NCc3ccccc3-n3cccc32)cc1 (stereo not given)
  / | 21µM* | -9%
> C=CCn1c(O)c(C=Nc2ccc(OC)cc2C)c(=O)[nH]c1=O
  3% | -3% | -1%
> CC(=O)OO
  2% | -9% | 3%
> CC(C)c1ccc(N=Nc2c(O)[nH]c(=O)[nH]c2=O)cc1
  / | -11% | -3%
> COc1ccc(C2SCC(=O)Nc3c2c(C)nn3C2CCOC(C)(C)C2)cc1 (stereo not given)
  3% | -12% | 32%[activator]
> Cc1cc(OCC(=O)N2CCC(C(=O)NCC(C)C)CC2)c2c3c(c(=O)oc2c1)CCCC3
  1% | 13µM* | -7%
> O=[N+]([O-])c1cccc(CN2CCN(Cc3ccc(Br)cc3)CC2)c1
  0% | -29% | -2%
> COC(=O)C1=C(c2ccc(F)cc2F)C[C@@H]2CC[C@H]1N2C(=O)NC1Cc2ccccc2C1
  0% | ? | -8%
> COc1ccc(NC(=O)Nc2ccc3c(c2)C(=O)N([C@H](C)CO)C[C@H](C)[C@@H](CN(C)S(=O)(=O)c2ccc(OC)cc2)O3)cc1
  3% | ? | -7%
> C=CC1CN2CCC1CC2c1[nH]c2ccccc2c1CCO (stereo not given)
  3% | ? | -4%
> CC(=NCCCO)c1c(O)[nH]c(=O)[nH]c1=O
  3% | -4% | 1%
> O=c1[nH]c(=O)n(CCC2=CCCCC2)c(O)c1/C=N/N1CCOCC1
  7% | -9% | -15%
> C[C@H](N)CN1CCc2ccc(Br)cc21
  11%[56.1 µM] | ? | -6%
> C=C1C(=O)O[C@@H]2C[C@@H](C)[C@@H]3C4OC4C(=O)[C@@]3(C)[C@@H](O)[C@H]12 (stereo not given in full)
  0% | 0.52µM* | -14%
> COc1ccc(C(=O)O[C@H]2CC[C@@]3(C)C4CCC5[C@]6(O)C[C@H](O)[C@@]7(O)C(CN8C[C@@H](C)CC[C@H]8[C@@]7(C)O)[C@]6(O)C[C@@]53O[C@@]42O)cc1OC (stereo not given in full)
  6%&5% | -27%[21.1 µM] | -2%&-21%
> CC(C)Cc1nc(N2CCNCC2)c(C#N)c2c1CCC2
  ? | 18µM* | -2%
> O=C(NCNC(=O)N[C@H]1C(=O)NC(=O)N1CO)N[C@H]1C(=O)NC(=O)N1CO
  3%[21 µM] | / | 6%[21.4 µM]
> COC1=C(C)C(=O)O[C@]12C(=O)C(C)=C1CCCCN3[C@H]([C@@H]4C[C@H](C)C(=O)O4)CC[C@]132
  0% | -1% | -13%
> CN1CCN2c3ccc(N)cc3CC3(C(=O)NC(=O)NC3=O)C2C1 (stereo not given)
  45µM* | 0% | 4%
> COc1ccc(OC)c(CNCCc2ccc(OC)c(OC)c2)c1
  / | -16% | -6%
> Cc1cccc(OCC(=O)N2CCN(Cc3ccc4c(c3)OCO4)CC2)c1
  -5% | ? | 0%
> CCC(=NCCCn1ccnc1)c1c(O)n(-c2ccccc2)c(=O)[nH]c1=O
  0% | -1% | -3%
> CN(C)C(=O)Oc1ccc(OCc2n(C)c3ccccc3[n+]2C)cc1
  3% | -9% | -5%
> C/C(=C\[C@@H](N)C(=O)O)CP(=O)(O)O
  -9%[56.1 µM] | -14% | -8%
> CSc1ccccc1C(=O)C1CCCN(Cc2ccn[nH]2)C1 (stereo not given)
  4% | -1% | 8%
> O=C(CCn1c(=O)oc2ccccc21)N1CCC2(CC1)OCCO2
  2% | -5% | 2%
> COc1cc(C)c(CN2CC=C(c3ccc(F)cc3)CC2)cc1C
  / | ? | 0%
